LEDGF integ inh – blocks HIV-1 LEDGF/p75-dependent DNA integration | TR-FRET IN-LEDGF/p75 DNA integration, Eu/Cy5 | inhibition, % at 3.7 µM | actives 0.64% (n = 370,000) | AID 743269;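 active means inhibition above the screen-wide mean plus 3 SD, cut at about 13% in these data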;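 further: signal is the Cy5 over europium emission ratio at 671 and 618 nm; 0% = plate median of compound wells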
GC-B act – GC-B (human) receptor activation; HEK293-GC-B cells, CNP EC30, cGMP TR-FRET; 0% at EC30 CNP, 100% saturating CNP; activation, % at 10 µM; actives 0.11% (n = 370,000);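 active means activation at 10 µM reaching about 35% in either raw or pattern-adjusted values, limit read from the data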
PRMT1 inh – blocks human protein arginine methyltransferase 1 | recombinant PRMT1, activity-based probe fluorescence polarization | inhibition, % at 2.79 µM | actives 1.3% (n = 370,000);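 active means inhibition above about 21% made by adding two undisclosed values, limit read from the data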
TCR-CD3 inh – human TCR-CD3 binding inhibition; TAMRA-labeled TCR probe fluorescence, biochemical; inhibition, % at 9.4 µM; actives 0.37% (n = 360,000); AID 651800; in the data active means inhibition above about 19%;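 further: recombinant mutant TCR 2C K166C tagged with TAMRA read by polarization; 0% = receptor in buffer alone and 100% = receptor with positive control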
TDP2 absorb – blocks human TDP2 phosphodiesterase activity; O95551; recombinant TDP2, T5PNP hydrolysis, p-nitrophenol absorbance 415 nm; inhibition, % at 12.8 µM; AID 720702; actives 0.34% (n = 370,000);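 active means inhibition above the mean of all tested compounds plus 3 SD, set per campaign, cut at about 25% in these data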;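 further: 0% = DMSO with enzyme and 100% = buffer with substrate but no TDP2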
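test system = human TDP2 enzyme | input = TDP2 enzyme at 120 nM final | medium = 50 mM Tris-HCl pH 7.5 with Mg2+, KCl, DTT, BSA | also added = T5PNP substrate, 5 mM | times = 2 h at 37 °C | technique = epi absorbance | benchmarks = high control without enzyme, low control DMSO plus TDP2 | replication = each compound tested once, singlicate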
SIAE primary – inhibitors of human sialic acid acetylesterase SIAE; Q9HAT2; SIAE FP-Rh probe binding, fluorescence polarization; inhibition, % at 9.66 µM; actives 0.69% (n = 370,000);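 active means inhibition above a cutoff: mean of compounds within the control limits plus 3 SD of those, cut at about 17% in these data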;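 further: 0% = plate median of compound wells and 100% = probe without SIAE protein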
Target sequence (Q9HAT2 whole entry, looked up): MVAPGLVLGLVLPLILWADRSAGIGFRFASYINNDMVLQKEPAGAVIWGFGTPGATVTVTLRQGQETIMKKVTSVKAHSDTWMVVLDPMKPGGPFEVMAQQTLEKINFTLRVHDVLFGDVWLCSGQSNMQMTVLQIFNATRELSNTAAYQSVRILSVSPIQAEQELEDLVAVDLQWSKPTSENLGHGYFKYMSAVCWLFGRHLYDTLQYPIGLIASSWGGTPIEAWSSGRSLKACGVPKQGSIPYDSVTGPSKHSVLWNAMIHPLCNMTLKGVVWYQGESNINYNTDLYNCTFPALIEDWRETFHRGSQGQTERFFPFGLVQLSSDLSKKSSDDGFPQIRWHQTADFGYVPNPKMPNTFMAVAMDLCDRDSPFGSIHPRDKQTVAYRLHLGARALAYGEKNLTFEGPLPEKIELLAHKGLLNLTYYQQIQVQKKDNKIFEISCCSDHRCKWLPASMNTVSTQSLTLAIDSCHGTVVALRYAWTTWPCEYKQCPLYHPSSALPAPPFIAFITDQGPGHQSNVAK
MBD2 DNA inh – inhibitors of human MBD2 binding to methylated oligonucleotide; Q9UBB5; TR-FRET; inhibition, % at 4.4 µM; actives 0.31% (n = 370,000); AID 686964; in the data active means inhibition above about 13%
rCAG RNA binder – r(CAG) repeat RNA binding; TO-PRO-1 dye displacement fluorescence; inhibition, % at 3 µM; actives 1.3% (n = 370,000); AID 651821;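 active means inhibition above the plate cutoff, the mean of all test compounds on that plate plus 3 SD, cut at about 35% in these data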;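 further: 0% = DMSO alone and 100% = 100 µM mitoxantrone as full dye displacement; higher means more dye released from RNA so lower well fluorescence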
HTRA1 inhibitor – inhibitors of human serine peptidase HTRA1 | inhibition, % at 5.96 µM | actives 0.5% (n = 340,000) | recombinant HTRA1, FP-rhodamine activity-based probe, fluorescence polarization; in the data active means inhibition above about 36%;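 further: 0% = enzyme with DMSO and 100% = wells lacking enzyme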
mABHD4 FP – inhibitors of mouse ABHD4 | Q8VD66 | purified mABHD4, FP-Rh probe fluorescence polarization | inhibition, % at 8.92 µM | actives 0.54% (n = 370,000);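 active means inhibition exceeding the mean over every tested compound plus 3 SD, cut at about 30% in these data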;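 further: 0% = plate median of compound wells and 100% = S159A mutant with DMSO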
Target sequence (Q8VD66 whole entry, looked up): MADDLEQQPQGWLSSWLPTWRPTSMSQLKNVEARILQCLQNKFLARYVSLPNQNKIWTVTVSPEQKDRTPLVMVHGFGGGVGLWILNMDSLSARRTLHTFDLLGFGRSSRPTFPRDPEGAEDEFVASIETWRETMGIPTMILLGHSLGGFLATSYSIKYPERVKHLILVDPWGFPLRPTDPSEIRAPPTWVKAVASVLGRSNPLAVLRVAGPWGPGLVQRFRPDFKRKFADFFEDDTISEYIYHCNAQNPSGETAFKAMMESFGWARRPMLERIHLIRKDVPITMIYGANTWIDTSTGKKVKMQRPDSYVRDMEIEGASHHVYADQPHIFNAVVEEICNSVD
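Test system: mABHD4 protein | Buffer or medium: HEPES pH 7.0 buffer, 150 mM NaCl, 0.01% Pluronic F-127 | Probe or stimulus: FP-Rh fluorescent activity-based probe, added after compound pre-incubation | Timing: Pre-incubation 45 min, probe exposure 60 min, at 25 °C | Technique: Fluorescence polarization, excitation 525 nm, emission 598 nm, BODIPY TMR filters | Repeats: Single well per compound (singlicate)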
An asterisk follows results filed as active; · = no result given. A portion of the library; the hit share may differ from the screen's.

Below each compound – LEDGF integ inh, GC-B act, PRMT1 inh, TCR-CD3 inh, TDP2 absorb, SIAE primary, MBD2 DNA inh, rCAG RNA binder, HTRA1 inhibitor, mABHD4 FP
> CN(C)c1ccc(C(CC(=O)O)NC(=O)c2ccc(Cl)cc2)cc1 (centres undefined)
    -1, -6, 0, 4, 8, 2, -2, 0, 7, -1
> CCn1c(SCC(=O)NCc2ccc(C)cc2)nnc1-c1ccncc1
    2, -5, -1, 0, -9, -3, -2, 0, 3, 6
> C#CCN1C(=O)[C@]2(NCCc3c2[nH]c2ccc(OC)cc32)c2cc(F)ccc21
    2, 0, 0, ·, 5, 0, -5, 2, ·, 4
> CCOC(=O)CC1Sc2ccccc2NC1=S (centres undefined)
    2, 5, -2, 6, 10, 9, -7, 1, ·, 0
> CC1(C2CC(=O)c3c(O)ccc(O)c3C2)OCCO1 (centres undefined)
    2, -1, 2, -3, 6, 0, -2, 2, -3, 2
> C=CCNC(=S)N1CCN(S(=O)(=O)c2ccc(C)cc2)CC1
    0, -2, -1, 6, 15, 9, 2, -3, -2, -2
> NC(=O)c1ccc(C(=O)N/N=C(/Cc2ccccc2)c2ccccc2)cc1
    3, 1, 0, 5, -2, -1, -6, -2, -1, -5
> COc1ccc(/C(C)=N/OC/C(O)=C(\C#N)c2nc3ccccc3[nH]2)cc1OC
    -4, 5, 1, -2, 4, -5, 4, 3, 6, -2
> COc1cccc(CN(C)CC(=O)N2CCN(S(=O)(=O)c3ccccc3)CC2)c1
    4, 6, 2, 3, 3, -1, -6, 1, 10, -7
> CCc1ccccc1NC(=O)COC(=O)C1C2CC3OC(=O)C1C3C2 (centres undefined)
    2, -5, -3, 6, 10, 14, 0, 1, 1, 6
> O=C(COc1ccccc1Cl)NCC(c1cccs1)N1CCOCC1 (centres undefined)
    0, 4, 1, -2, 7, 2, -1, -7, -4, 2
> CN(C(=O)COC(=O)C12CC3CC(CC(Cl)(C3)C1)C2)c1ccccc1
    -2, 0, -2, 2, -1, -1, -11, -4, -5, 4
> CC1(C)Oc2ccc(NC(=O)C3COc4ccccc4O3)cc2O1 (centres undefined)
    -1, 1, 3, 2, 8, 0, 0, -3, -7, 2
> COc1ccc2cc(/C=N/O)c(Cl)nc2c1
    0, 5, -3, 10, 8, 1, 0, 0, 0, -4
> Cc1cc(C)nc(Nc2nc(C(N)CCc3ccccc3)cs2)n1 (centres undefined)
    3, -4, -3, -11, -23, -9, -7, 16, ·, 3
> COC(=O)c1ccccc1NC(=O)NCc1ccncc1
    1, -8, 1, -5, -9, 2, -1, -4, 3, 0
> CCCCc1nnc(NC(=O)c2ccccc2OCc2c(C)noc2C)s1
    -5, -2, -3, -2, -7, -2, 3, -6, -5, -5
> O=C(CC1CCCCC1)NCCOc1ccccc1
    2, 5, -1, 6, 5, -3, -1, -1, 3, -2
> Nc1cc(CN2C(=O)c3ccccc3C2=O)cc(Cl)c1O
    2, 2, 4, -3, -7, 5, -7, 9, 13, 19
> CC(C)COC(=O)Nc1nnc(Cc2ccccc2)s1
    4, 4, -1, 2, -2, 4, 2, -5, -3, 0

Single entries from the entries so far:
CN(C)c1ccc(C(CC(=O)O)NC(=O)c2ccc(Cl)cc2)cc1 (centres undefined) in MBD2 DNA inh = -2
C#CCN1C(=O)[C@]2(NCCc3c2[nH]c2ccc(OC)cc32)c2cc(F)ccc21 in TDP2 absorb = 5

Next part
Below each compound – LEDGF integ inh, GC-B act, PRMT1 inh, TCR-CD3 inh, TDP2 absorb, SIAE primary, MBD2 DNA inh, rCAG RNA binder, HTRA1 inhibitor, mABHD4 FP
> Cc1ccc(S(=O)(=O)NCCC(=O)NC2CCCCC2C)cc1 (centres undefined)
    2, -1, 0, -2, -1, 0, -3, 1, 4, 1
> CCCCn1c(N)c(N(CC(C)C)C(=O)c2cc(S(=O)(=O)N3CCCCC3)ccc2C)c(=O)[nH]c1=O
    -2, 4, -3, 2, 6, 4, -4, 0, 2, -1
> CCOC(=O)c1sc(N2N=C(C)C(N=Nc3cccc(C)c3)C2=O)nc1C (centres undefined)
    0, -1, 0, 0, 0, 0, 1, 18, 4, 10
> COc1cc(CNC(C)C23CC4CC(CC(C4)C2)C3)ccc1OCC(=O)NC(C)(C)C (centres undefined)
    -6, -4, 1, -4, -8, 3, 1, 3, 8, 5
> CC1CCN(C(C)C(=O)Nc2ccccc2-c2ccccc2)CC1 (centres undefined)
    4, -3, 3, 0, -2, -5, 3, -6, -18, 6
> O=C(NCc1ccco1)C1CCCN(c2ncnc3c2nc2n3CCCCC2)C1 (centres undefined)
    0, 1, -1, 2, 8, 0, 0, -5, 1, 1
> C=CCN1C(c2ccc(Br)cc2)=CS/C1=C(\C#N)c1nnc(N2CCOCC2)n1-c1ccccc1
    -3, 0, 4, -3, 3, 6, -2, 6, -3, 3
> COc1ccc(C(=O)NC(C(=O)NCc2ccccc2OC)C(C)C)cc1 (centres undefined)
    0, 2, 4, -10, 2, -1, 1, -5, 2, -3
> COc1cccc(/C=N/NC(=O)c2[nH]c(C)c(C(=O)N/N=C/c3cccc(OC)c3)c2C)c1
    1, 2, -2, 6, -2, -27, -5, 3, -21, -20
> Cc1nccn1-c1ccc(NC(=O)[C@H]2O[C@@H](n3ccc(=O)[nH]c3=O)[C@H](O)[C@@H]2O)cc1
    3, 1, -4, 3, -1, 10, -3, 4, ·, -2
> Cc1ccc(CNC(=O)CN2C(=O)COc3ccc(S(=O)(=O)N4CCCCC4)cc32)o1
    1, -8, 0, -2, 2, 0, -4, -2, 3, 7
> O=C(CCCc1nc(-c2ccccc2Cl)no1)N1CCOCC1
    -6, 2, -2, 6, -5, -4, -2, -2, 5, 0
> O=C(C1CC(=O)N(c2ccc(F)cc2)C1)N1CCN(c2ccccc2)CC1 (centres undefined)
    1, 4, -1, 7, 17, 5, 1, -4, 17, 0
> CCC1(C)Cc2c(sc3nc(NC)n(C)c(=O)c23)CO1 (centres undefined)
    -1, 8, 0, -9, 3, 4, 1, 10, 0, -5
> Cc1ccc(NC(=S)N(CCN2CCCCC2)Cc2ccco2)cc1Cl
    -8, 0, 5, -6, -1, -6, 2, -3, -13, 1
> Cc1cc2nn(-c3ccc(Cl)cc3)nc2cc1N
    4, 5, -3, 3, -19, 8, 8, 27, -5, -13
> Cc1ccccc1NS(=O)(=O)c1ccc2c(c1)oc(=O)n2C
    -3, 7, 2, -1, -5, -2, -2, 6, -6, 2
> Cc1ccc(N2C(=O)C(CC(=O)Nc3cccc(F)c3)N(CCc3ccncc3)C2=O)cc1 (centres undefined)
    0, 0, -2, 4, 15, 0, 4, 3, -1, -1
> COc1ccc([C@H]2CC(=O)C=C(c3ccccc3-c3ccccc3)C2)cc1
    1, -2, 2, -4, 0, 7, 1, -2, -42, -6
> Cc1cc(C(=O)OCC(=O)N(CC(C)C)c2c(N)n(Cc3ccccc3)c(=O)[nH]c2=O)c(C)o1
    -1, -2, 1, 1, -8, 3, 0, -3, 1, 0
> O=C(CCC(=O)N1CCN(c2ccc(F)cc2)CC1)c1ccc(F)cc1
    3, 1, -3, 1, 1, 3, -3, -6, ·, -4
> CCSc1nnc(NC(=O)C2CC(=O)N(Cc3ccccc3)C2)s1 (centres undefined)
    0, 3, -3, 3, -11, -3, -1, -1, -9, -4
> COc1ccccc1-n1c(SCC(=O)Nc2ccc(C)cc2)nc(O)cc1=O
    -1, -2, 0, -1, 4, -17, 2, 33, -44, -66
> Cc1ccccc1OCC(O)CN1CCN(c2ccc(Cl)cc2)CC1 (centres undefined)
    1, 0, -1, -11, 2, 6, -1, -9, -13, 0
> CC1CCCN(CCCNC(=O)CN2C(=O)COc3ccccc32)C1 (centres undefined)
    1, 3, -5, -1, 1, -1, 0, -1, 6, -4
> CCN(CC)S(=O)(=O)c1ccc(N2CC(C(=O)NCCC3=CCCCC3)CC2=O)cc1 (centres undefined)
    -2, 0, -3, 4, 11, -1, -2, 3, -2, 1
> Cc1ccc(OCCN(C)C(=O)C2CCC(=O)N(Cc3ccccc3F)C2)cc1 (centres undefined)
    0, 0, -2, 0, 2, -5, -4, -12, -5, 6
> Cc1ncc(CO)c2c1Oc1nc(-c3ccccc3)nc(SCC(=O)Nc3cccc(O)c3)c1C2
    8, -11, 3, 21*, 2, -78, 0, 58*, -113, -97
> O=C(CSc1nnc(CN2CCOCC2)n1-c1ccccc1)N1CCc2ccccc21
    -4, -1, -4, -2, -2, 1, 0, -3, -2, -3
> COc1cc(NC(=O)COC(=O)c2ccccc2F)cc(OC)c1
    0, 2, -2, 7, 0, 3, 2, 1, -2, 1
> CCn1c(=O)c(C(=O)NCCc2ccc(Cl)cc2)c(O)c2ccccc21
    -3, 0, 1, 6, -8, -14, 1, 5, -23, -3
> CCCNC(=O)c1c(N)n(-c2cccc(OC)c2)c2nc3ccccc3nc12
    5, -1, 1, 1, 2, -9, -5, 1, -79, -7
> CCSc1nc2c(cnn2-c2ccc(C)c(C)c2)c(=O)[nH]1
    1, 4, 5, -3, -9, -2, 7, 0, -4, -8
> CCCCNC(=O)C(NC(=O)c1ccc2ccccc2c1)C(=O)c1ccccc1 (centres undefined)
    5, 2, -9, 5, -3, -8, 5, 3, ·, -3
> CC(C)N(CCO)Cc1nc(C(c2ccccc2)c2ccccc2)no1
    -8, -4, -1, -5, -11, -1, 3, -3, -5, 0
> CCn1c(C)nc2cc(C(=O)NN=Cc3ccc([N+](=O)[O-])cc3)ccc21
    -6, -3, 1, -6, -4, 8, 3, 2, -7, 2
> Cc1cc(-c2nnc(SCC(=O)Nc3ccccc3C(F)(F)F)o2)c(C)n1-c1ccccc1
    1, 4, -3, 1, -3, 0, 1, -3, -3, 5
> Cc1ccc(N=Cc2c(O)n(-c3ccc4c(c3)OCO4)c(=O)c3ccccc23)cc1
    0, 0, -1, 1, 3, -8, -4, 3, -6, 5
> Cc1ccc(N)c(C(O)(C(F)(F)F)C(F)(F)F)c1
    3, -5, -6, 5, -9, 2, -2, 2, -3, -3
> COC(=O)c1c(SCC(=O)Nc2ccc(C)cc2)nc(=O)[nH]c1C
    2, -4, -2, -3, -3, -1, -1, 6, -5, -3
> O=C1CC(c2ccccc2Cl)=NN(c2ncnc3ccccc23)C1=O
    -5, 2, 6, -5, -9, -2, -1, 14, -4, 10
> COc1ccc(CC(NC(C)=O)C(=O)NC2CCN(S(=O)(=O)c3ccc(NC(C)=O)cc3)CC2)c(OC)c1 (centres undefined)
    -2, -1, -3, 5, -7, 2, -1, -2, 0, -3
> Cc1noc(C)c1C(=O)Nc1nc(-c2ccc(F)cc2)cs1
    0, 5, 3, -2, 1, 6, -7, 0, 1, 3
> COc1ccc(OCc2cc(C(=O)NCc3nc(C)cs3)no2)c(Cl)c1
    2, -2, 2, 2, -4, -4, -3, 1, -26, -6
> COc1ccc(CCNC(=O)CN2C(=O)NC3(CCOc4ccccc43)C2=O)cc1 (centres undefined)
    1, 2, -1, 1, 7, -5, 4, -2, -2, 19
> CN(C)c1ccc(NC(=O)CN2CCN(S(=O)(=O)c3cc(Cl)ccc3Cl)CC2)cc1
    2, 0, 2, 2, 6, 2, 4, -2, -2, 3
> O=C(c1ccccc1)c1ccc2c(c1)OCCCO2
    3, -4, -4, -7, -10, 12, -5, 0, 2, 3
> CCC(=O)c1cn(CC(=O)Nc2cc(C)ccc2C)c2ccccc12
    4, 8, -5, 3, 11, -1, -3, 5, 5, 1
